Coupling enz: qHTS Assay for Inhibitors of Fructose-1,6-bisphosphate Aldolase from Giardia Lamblia: Coupling assay counterscreen | activity change, negative = inhibition, % at 58.2 µM, hits read low | actives 0.67% (n = 290,000) | coupling enzyme system counterscreen, AmpLite Red fluorescence; in the data active = activity change below about -30%; also: % is scaled to controls: 0 for no effect and ±100 for the full control effect
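Counterscreen lacking aldolase: glyceraldehyde-3-phosphate coupling-enzyme reagent preincubated 10 min at RT with compound (at 57.5 uM final), then substrate/coupling system with AmpLite Red added; fluorescence read at 525/598 nm after 20 min RT.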
Giardia killer: Small Molecules that selectively kill Giardia lamblia: qHTS | AID 540267, 2011 | activity change, % at 7.66 µM, hits read low | actives 0.15% (n = 340,000) | Giardia lamblia trophozoite viability; in the data active = activity change below about -80%; inconclusive = between about -30% and that limit;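 also: parasites exposed to compound for two days anaerobically before the ATP read; % is scaled to controls: 0 for no effect and ±100 for the full control effect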
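Giardia trophozoites, 100 cells per well, were exposed to compounds for 48 hrs at 37 deg C under anaerobic conditions; viability was then read as ATP content by bioluminescence after 15-30 min at room temperature.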
USP2a block: qHTS Assay for Inhibitors of Ubiquitin-specific Protease USP2a Using CHOP2 as the Reporter. Ubiquitin carboxyl-terminal hydrolase 2 (Homo sapiens), O75604. USP2 core, Ub-CHOP2 coupled fluorogenic reporter, 485/531. Potency, µM (highest dose often 38.3 µM), for inactives: at the top dose activity change, negative = inhibition, actives largely listed as inhibitors. actives 0.01% (n = 330,000). AID 463254, 2010;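 also: potency is read from the fitted curve at half-maximal effect; plate controls were DMSO wells for no effect and full inhibition by NEM control for full effect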
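Cell-free coupled assay: 10nM USP2 core preincubated 30min RT with compound in Tris-HCl pH 8.0/CaCl2/CHAPS buffer, then 25nM Ub-CHOP2 and 25nM reporter substrate; fluorescence (Ex 485/Em 531) read after 60min RT, normalized to NEM inhibition, concentration-response curves fitted.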
hERG WT inh: qHTS for Inhibitors of KCHN2 3.1: Wildtype qHTS. Voltage-gated inwardly rectifying potassium channel KCNH2 (Homo sapiens), Q12809. U2OS, BacMam KCNH2, thallium flux FluxOr; stronger effect = lower value. activity change, % at 1.84 µM. actives 0.37% (n = 340,000);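 active = maximum activity change below -70%; inconclusive = maximum activity change between -70% and -50%; inactive = maximum activity change above -50%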; also: % is scaled to controls: 0 for no effect and ±100 for the full control effect
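U2OS cells transduced with wild-type KCNH2 virus are loaded with FluxOr dye for 45 min, and thallium flux is measured in kinetic reads before and after stimulation buffer. Rate constants are normalized to DMSO controls.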
TRPV1 ag: HTS Assay for Compounds that Act as Agonists of the Vanilloid Receptor 1; TRPV1-expressing cells, Fluo-8 calcium influx, agonist mode; actives 0.19% (n = 320,000); activation, % at 8.33 µM; Transient receptor potential cation channel subfamily V member 1 (Homo sapiens), Q8NER1; AID 540275, 2011; in the data active = activation above about 80%; inconclusive = between about 30% and that limit; also: 0% is about no effect
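Cells expressing TRPV1 were dye-loaded with Fluo-8 and read kinetically: 10 s baseline, 3 min after compound (agonist portion), then 2 min after EC20 capsaicin (allosteric enhancer portion). Calcium-bound dye fluorescence at 480/520 nm.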
Menin MLL FP TR: qHTS Assay for Inhibitors Targeting the Menin-MLL Interaction in MLL Related Leukemias: Competition With Texas Red Labeled MLL-derived Mutant Peptide; O00255; Potency, µM (series often up to 61.6 µM), for the others: at the top dose FP activity change, negative = inhibition, hits mostly inhibitors; Menin + Texas Red MLL mutant peptide, fluorescence polarization; actives 0.23% (n = 270,000); active = well fitted inhibition curve with a large enough effect in the polarisation, with a control signal flat, not every such curve was filed as active; inconclusive = small, poorly fitted or top-dose-only effect, or effect the other way, or a change in a side signal; inactive = no such curve, though single readings can be large or run the other way; the % refers to the polarisation; also: potency is read from the fitted curve at half-maximal effect; % of control where 0% means no effect; many of its hits are not listed in these tables
Target sequence (O00255 whole entry, looked up): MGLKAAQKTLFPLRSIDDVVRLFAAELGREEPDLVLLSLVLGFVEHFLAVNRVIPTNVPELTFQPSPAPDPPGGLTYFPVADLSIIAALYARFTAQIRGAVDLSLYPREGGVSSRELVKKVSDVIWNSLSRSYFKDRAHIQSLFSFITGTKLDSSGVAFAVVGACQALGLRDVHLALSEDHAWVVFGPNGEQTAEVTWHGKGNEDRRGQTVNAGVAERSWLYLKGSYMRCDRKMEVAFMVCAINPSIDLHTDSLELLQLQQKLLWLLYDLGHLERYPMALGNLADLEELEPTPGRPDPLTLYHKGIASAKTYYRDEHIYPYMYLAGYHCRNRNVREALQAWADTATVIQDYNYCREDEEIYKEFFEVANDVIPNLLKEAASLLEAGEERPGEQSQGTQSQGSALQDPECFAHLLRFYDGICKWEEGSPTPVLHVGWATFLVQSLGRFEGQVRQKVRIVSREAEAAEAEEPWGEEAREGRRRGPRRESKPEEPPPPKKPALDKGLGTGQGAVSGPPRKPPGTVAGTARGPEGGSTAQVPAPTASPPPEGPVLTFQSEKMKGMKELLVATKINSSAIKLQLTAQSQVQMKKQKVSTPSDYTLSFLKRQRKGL
GALK inhibitor: qHTS Assay for Inhibitors of Human Galactokinase (GALK); actives 0.007% (n = 270,000); Purified GALK, Kinase-Glo residual ATP luminescence; Potency, µM (highest dose often 57.5 µM), without a hit: at the highest dose activity change, negative = inhibition, usual class: inhibitors; also: potency is read from the fitted curve at half-maximal effect; % is scaled to controls: 0 for no effect and ±100 for the full control effect
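Human GALK (5 nM) with 35 uM ATP and 100 uM galactose in 20 mM HEPES pH 8.0, 5 mM MgCl2, 60 mM NaCl, 1 mM DTT, 0.01% BSA. After 1 h at room temperature, leftover ATP was read by Kinase-Glo Plus luminescence.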
PKM2 activator: qHTS Assay for Activators of Human Muscle isoform 2 Pyruvate Kinase | Potency, µM (series often up to 57.5 µM), without a hit: at the highest dose activation, hits mostly activators | Pyruvate kinase PKM (Homo sapiens), P14618 | purified PKM2, Kinase-Glo ATP luminescence, activation; response scale: 0% is enzyme alone, no compound | actives 0.34% (n = 260,000); also: potency is read from the fitted curve at half-maximal effect; % is scaled to controls: 0 for no effect and ±100 for the full control effect; nearly all actives have a fitted effect of over 55% in size
Target sequence (P14618 whole entry, looked up, canonical isoform): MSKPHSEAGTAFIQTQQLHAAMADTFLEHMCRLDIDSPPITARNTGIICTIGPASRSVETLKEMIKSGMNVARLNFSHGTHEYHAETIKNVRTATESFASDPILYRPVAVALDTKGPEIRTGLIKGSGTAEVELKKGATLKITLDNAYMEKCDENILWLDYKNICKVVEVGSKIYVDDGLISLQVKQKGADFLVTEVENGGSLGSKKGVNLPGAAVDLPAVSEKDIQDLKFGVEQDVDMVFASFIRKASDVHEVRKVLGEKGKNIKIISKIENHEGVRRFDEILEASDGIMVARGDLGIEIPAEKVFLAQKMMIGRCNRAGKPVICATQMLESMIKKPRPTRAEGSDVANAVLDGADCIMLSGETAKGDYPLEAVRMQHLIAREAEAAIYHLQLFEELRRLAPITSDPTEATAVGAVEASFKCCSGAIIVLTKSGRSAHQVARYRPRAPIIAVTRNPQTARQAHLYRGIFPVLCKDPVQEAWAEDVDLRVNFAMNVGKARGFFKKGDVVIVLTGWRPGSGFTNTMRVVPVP
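Purified hPK-M2 (>95% pure) converted ADP (0.1 mM final) to ATP with 0.5 mM PEP in 50 mM imidazole pH7.2, KCl, MgCl2, Tween 20, BSA; 1 h at room temperature. ATP detected by Kinase-Glo luminescence.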
B2AR arrestin: qHTS assay of beta-arrestin-biased ligands of beta2-adrenergic receptor | AID 492947, 2010 | Beta-2 adrenergic receptor (Homo sapiens), P07550 | Potency, µM (titrated, usually from 46.1 µM), for inactives: top-dose activation, actives largely listed as activators | beta-arrestin recruitment to beta2AR, cell-based reporter | actives 0.02% (n = 330,000);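 also: potency is read from the fitted curve at half-maximal effect; 0% = DMSO controls and full agonism = EC100 isoproterenol or metaproterenol; nearly all actives have a fitted effect of over 65% in size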
MLL CXXC-DNA inh: qHTS Fluorescence Polarization Assay for Inhibitors of MLL CXXC domain - DNA interaction | MLL-CXXC / FITC-HOXA9 DNA fluorescence polarization | actives 0.037% (n = 290,000) | Histone-lysine N-methyltransferase 2A (Homo sapiens), Q03164 | Potency, µM (series often up to 115 µM), for the others: at the top dose activity change, negative = inhibition, actives largely listed as inhibitors | AID 2662, 2010; active = well fitted inhibition curve with a large enough effect in the polarisation, with a control signal flat, not every such curve was filed as active; inconclusive = small, poorly fitted or top-dose-only effect, or effect the other way, or a change in a side signal; inactive = no such curve, though single readings can be large or run the other way; the % refers to the polarisation; also: potency is read from the fitted curve at half-maximal effect
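Steps: dispense CXXC domain solution (7 uM) → pin compounds or unlabeled HOX-A9 DNA control → 5 min ambient → add FLSN-HOX-A9 solution (50 nM) → spin → 30 min ambient → fluorescence polarization. Tris pH 7.5/NaCl/DTT/BSA buffer.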
KCNH2 3.1 block: qHTS for Inhibitors of KCHN2 3.1: Mutant qHTS. actives 0.95% (n = 340,000). U2OS KCNH2 3.1, thallium flux FluxOr; stronger effect = lower value. Potassium voltage-gated channel subfamily H member 2, brain isoform KCNH2 3.1 (human). activity change, % (tested at about 1.8 µM);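 active = maximum activity change below -70%; inconclusive = maximum activity change from -70% to -50%; inactive = maximum activity change above -50%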;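 also: thallium influx rate constant from kinetic fluorescence after stimulation buffer; % is scaled to controls: 0 for no effect and ±100 for the full control effect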
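Measured as rate of thallium-driven FluxOr signal in transduced U2OS cells carrying the 3.1 channel, read kinetically for 2 min upon stimulation; values are rate constants scaled to DMSO control wells.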
Starred values were filed as active, the others as inactive; i = inactive; u = inconclusive; x = no result given; & = joins results of further samples; [ ] = remark or other dose. Unless noted, calls follow the shape of the dose curve; as a rule, active = well fitted curve in the direction sought with a large enough effect; inconclusive = small, poorly fitted or top-dose-only effect, or another doubt; inactive = no such curve, though single readings can be large; an effect the other way counts as inactive or inconclusive. This is a subset, so the mix of outcomes need not match the whole.

SMILES	Coupling enz	Giardia killer	USP2a block	hERG WT inh	TRPV1 ag	Menin MLL FP TR	GALK inhibitor	PKM2 activator	B2AR arrestin	MLL CXXC-DNA inh	KCNH2 3.1 block
COc1ccc(C(=O)NCc2nnc(SCC(=O)Nc3nc4ccc(C)cc4s3)o2)cc1OC	2	-9	-1%	2	2	1%	2%	-9%	0.2%	-4%	2
CCOC(=O)C1=C(CC)Nc2ccccc2N=C1N	2	20	-4%	-7	4	-5%	4%	2%	-0.1%	-9%	2
CCOc1ccc(C(=O)NC2CCN(CC(=O)NCc3ccccc3)CC2)cc1	0	-12	2%	-1	1	0%	13%	-3%	0.2%	3%	9
O=C(CNC(=O)C1CCCCC1)OCc1cc(=O)oc2ccc3ccccc3c12	3	-2	2%	0	5	2%	x	-1%	-0.4%	-3%	-9
Cn1nc(C(=O)NCC2CCCO2)c2ccccc2c1=O (stereo not given)	1	15	-2%	-1	0	1%	-4%	-2%	-0.1%	-4%	-14
CCOC(=O)CCCSc1nnc(CCCCCN2C(=O)c3cccc4cccc(c34)C2=O)o1	3	13	1%	3	2	u	1%	1%	-0.7%	9%	4
CN(C)S(=O)(=O)N(CC(=O)Nc1ccccc1C(F)(F)F)c1ccccc1	2	x	1%	x	-1	4%	0%	0%	-1.3%	9%	x
Cc1cc2c(C)nc(N/N=C/c3ccccc3)nc2o1	0	34[activator]	4%	-4	2	4%	1%	1%	-0.5%	6%	26
O=C(CCl)Nc1ccccc1Sc1ccc(Cl)cc1	-24	-6	2%	-1	-1	-10%	0%	1%	0.1%	3%	x
O=C(N/N=C/C=C/c1ccccc1)c1n[nH]c2c1CCC2	-1	-3	2%	-13	25	u	-2%	-12%	0.0%	8%	-20
O=c1[nH]c2ccccc2nc1C(Cl)c1ccccc1 (stereo not given)	4	x	1%	x	5	3%	-4%	-2%	0.0%	-5%	x
Cc1ccc2nc(SCC(=O)Nc3ccccc3F)nc(=O)n2c1	x	-21	2%	-7	1	x	x	x	0.2%	x	3
COc1cc(CN2CC(=O)N(c3ccccc3Cl)C2=S)cc(OC)c1OC	2	11	0%	-8	2	36%[activator]	x	x	0.2%	5%	-11
Nn1c(SCC(=O)Nc2cccc(S(N)(=O)=O)c2)nnc1C1CC1	0	4	-5%	-16	-3	0%	1%	1%	-1.1%	19%	-2
CNC(=O)c1[nH]cnc1C(=O)N[C@@H](CC(C)C)C(=O)OC(C)(C)C	-3	0	2%	-8	u	u	-2%	11%	-0.6%	-29%	-1
COc1ccc(-n2c(C)c(C(C)=O)c(C(C)=O)c2C)cc1OC	1	-8	-2%	1	-2	1%	4%	4%	0.3%	5%	-20
COc1cccc(CNCC(=O)N2C(C)CCCC2C)c1 (stereo not given)	-2	-2	1%	-2	-2	-8%	2%	2%	-0.3%	0%	-17
O=C(N[C@H]1C/C=C\C[C@@H](CC(=O)N(CCO)Cc2ccccc2)C(=O)NC[C@H](c2ccccc2)OC1=O)OCC1c2ccccc2-c2ccccc21	x	u	-2%	7	x	x	x	x	-0.4%	x	-27
CC(=O)Nc1cccc(C(=O)N(CCc2ccccc2)Cc2ccccc2)c1	x	0	1%	-5	-2	x	-2%	0%	0.2%	-2%	-6
Cc1c(N=C(N)/N=C(\N)Nc2ccccc2)c(=O)n(-c2ccccc2)n1C	4	7	1%	-1	-4	-4%	2%	-13%	0.1%	-4%	11
COc1ccc2sc(N(CCCN(C)C)C(=O)c3ccc(S(=O)(=O)N(C)Cc4ccccc4)cc3)nc2c1	x	-4	2%	3	4	x	x	x	0.0%	x	-20
O=C(COC(=O)CNC(=O)c1ccccc1F)Nc1cccnc1Cl	-4	17	-1%	-6	-1	-25%	9%	x	0.2%	0%	6
CC(=O)Nc1cccc(NC(=O)CSc2nnc(Cc3cccn3C)n2CCc2ccccc2)c1	5	5	6%	-9	0	-15%	0%	-64%	0.0%	-3%	13
Cc1cccc(C)c1NC(=O)c1cccc(COc2cc(Cl)ccc2Cl)c1	-1	-2	3%	-6	0	11%	0%	-2%	-0.5%	2%	16
Cc1ccccc1OCCn1cc(/C=C(\C#N)C(=O)NCc2ccco2)c2ccccc21	-2	1	4%	-15	1	4%	1%	1%	-0.1%	15%	-77*
COc1cc(N)c(Cl)cc1C(=O)OCC(=O)N1c2ccccc2NC(=O)C1(C)C	x	-5	-1%	-5	x	x	x	x	0.0%	x	11
O=C(CSc1nnc(-c2cccnc2)n1-c1ccccc1)N1CCN(c2ccc(F)cc2)CC1	7	-1	1%	24	1	-9%	-3%	-3%	0.1%	16%	7
Cc1ccc(NC(=O)CCC(=O)OC(C(=O)c2ccc(C)c(C)c2)c2ccccc2)c(C)c1 (stereo not given)	1	-12	1%	5	0	u	-4%	-3%	0.1%	1%	11
CCNC(=O)CC1SC(=Nc2ccc(C)cc2)NC1=O (stereo not given)	-3	9	3%	-14	0	-11%	-2%	-10%	-0.1%	5%	2
O=C(Nc1cccc(Br)c1)c1cccc(OC(=S)N2CCOCC2)c1	x	-4	-3%	-7	0	x	0%	-7%	-0.6%	5%	0
CCOC(=O)N1CCN(C(=O)CN(c2cccc(C)c2)S(=O)(=O)c2ccccc2)CC1	3	-10	u	-3	-1	-15%	2%	1%	0.7%	-3%	2
Cc1cccc(-c2nnc(SCc3ccccc3)o2)c1	5	-3	2%	9	12	-15%	2%	2%	0.1%	1%	-1
O=C(O)c1cc(C(F)(F)F)nc2ccccc12	1&0	1	0%	-7	1	12%&-7%	x	0%&7%	-1.0%	-4%	-2
COC(=O)[C@@H](Cc1c[nH]c2ccccc12)NC(=O)CNC(=O)c1ccccc1OC	1	-22	-1%	-15	1	-2%	-1%	1%	-0.4%	0%	-10
CCOc1ccc(-c2nnc3ccc(SCC(=O)Nc4cc(C)on4)nn23)cc1	1	3	-1%	-1	1	-8%	8%	14%	0.0%	-3%	6
CCC(C)(C)c1ccc(OCCCC[n+]2cccc(C)c2)c(C(C)(C)CC)c1	0	2	-1%	-5	7	u	0%	2%	0.0%	14%	-5
Cc1ccc(C)c(OCCn2c(=O)c3c(ncn3C3CCCC3)n(Cc3ccccc3)c2=O)c1	-5	-20	-4%	23	-3	0%	4%	0%	-0.6%	-1%	6
Cc1cc(C)c(S(=O)(=O)N2CCCOC2CNC(=O)C(=O)NCc2cccs2)c(C)c1 (stereo not given)	1	5	4%	4	0	2%	3%	-9%	-0.7%	5%	4
Cc1ccc(CNC(=O)C2CCC(=O)N(CCc3cccc(F)c3)C2)cc1 (stereo not given)	x	2	-1%	-5	2	x	5%	-1%	-0.4%	12%	-84*
Cc1ccc(NC(=S)NC2CCN(Cc3ccccc3)CC2)cc1	1	20	-1%	53	14	-12%	1%	5%	-0.3%	-2%	1
COC(=O)COc1cc(=O)oc2ccc(NS(=O)(=O)c3ccccc3)cc12	4	18	-6%	0	1	u	1%	x	-0.3%	12%	-1
CC(C)CNC(=O)c1oc2ccccc2c1COc1ccccc1	0	4	4%	i	u	1%	x	8%	13%	3%	-3
CCOC(=O)c1sc(NC(=O)C2CSC3(C)CCC(=O)N23)nc1C (stereo not given)	x	12	1%	4	3	x	x	x	-0.1%	x	-5
Cc1onc(-c2ccccc2)c1CNS(=O)(=O)c1ccc(F)cc1F	3	-10	1%	11	-2	x	-2%	1%	0.2%	-1%	16
Cc1ccc(NC(=O)c2ccc3c(c2)OCCO3)nc1	x	u	0%	-9	u	x	x	x	-0.1%	x	-3
O=C1c2ccsc2SCCN1Cc1c(Cl)cccc1Cl	-1	-3	-11%	6	6	2%	0%	-15%	0.4%	13%	15
CCN(CCCNC(=O)C1CCCN(S(=O)(=O)CC)C1)c1cccc(C)c1 (stereo not given)	-1	-5	-9%	-5	4	5%	-2%	-9%	-0.8%	4%	-1
